UDG counter: blocks uracil-DNA glycosylase in AID counter-screen; FRET deamination/UDG coupled assay, UDG read, 4 h; Potency, µM (highest dose often 115 µM), without a hit: at the top dose activity change, negative = inhibition, most hits filed as inhibitors; 91,000 tested, 0.14% active; AID 1347430; note: nearly all actives have a fitted effect of over 65% in size
AID inhibitor: activation induced cytidine deaminase inhibition; Q9GZX7; Potency, µM (top dose mostly 115 µM), inactives show at the highest dose activity change, negative = inhibition, hits mostly inhibitors; AID 1347428; 91,000 tested, 0.32% active; AID deamination FRET fluorescence, UDG-coupled, 4 h; note: nearly all actives have a fitted effect of over 25% in size
Target sequence (Q9GZX7 whole entry, looked up): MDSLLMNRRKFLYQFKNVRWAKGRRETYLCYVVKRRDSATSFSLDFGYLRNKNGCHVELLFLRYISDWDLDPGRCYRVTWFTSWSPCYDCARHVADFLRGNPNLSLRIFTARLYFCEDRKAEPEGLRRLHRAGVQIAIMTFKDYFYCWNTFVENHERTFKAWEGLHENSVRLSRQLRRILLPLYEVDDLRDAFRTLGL
* marks the source's active call; other numbers are inactive results; i = inactive; ? = inconclusive; [ ] = another dose, or the depositor's remark. Calls come from the whole dose curve; as a rule, active = well fitted curve in the direction sought with a large enough effect; inconclusive = small, poorly fitted or top-dose-only effect, or another doubt; inactive = no such curve, though single readings can be large; an effect the other way counts as inactive or inconclusive. % is set by controls: 0 for no effect and ±100 for the full control effect; potency is the fitted concentration of half-maximal effect. Only part of the results is shown (hit frequency here may not be typical).

The opening 3 records as a preview:
SMILES	UDG counter	AID inhibitor
CCc1ccc2oc(C(=O)NCc3ccncc3)cc(=O)c2c1	0%	5%
CCOC(=O)c1c(Nc2cccc(O)c2)nnc(-c2ccccc2)c1-c1ccccc1	4%	?
O=C(Nc1ccc2ccccc2n1)c1ccc(S(=O)(=O)NC2CC2)cc1	-2%	0%

The list itself, from the start:
SMILES	UDG counter	AID inhibitor
CCc1ccc2oc(C(=O)NCc3ccncc3)cc(=O)c2c1	0%	5%
CCOC(=O)c1c(Nc2cccc(O)c2)nnc(-c2ccccc2)c1-c1ccccc1	4%	?
O=C(Nc1ccc2ccccc2n1)c1ccc(S(=O)(=O)NC2CC2)cc1	-2%	0%
COc1cccc(NC(=O)C2CCCN(c3nnc(-n4c(C)ccc4C)s3)C2)c1 (configuration not stated)	-15%	?
COc1ccc(-c2nc(C)c(CCNC(=O)c3cccs3)s2)cc1	-1%	?
CCOC(=O)c1sc2ccccc2c1S(=O)(=O)N1CCN(c2ccccc2F)CC1	0%	i
CC(Oc1ccc(F)cc1)C(=O)Nc1cc(-c2ccc(F)c(F)c2)no1 (configuration not stated)	0%	9%
CCOC(=O)/C(C#N)=C\c1ccc(-c2cccc(C(F)(F)F)c2)o1	2%	10%
Cn1nc(C(=O)N2CCCC2c2nc3ccccc3s2)c2ccccc2c1=O (configuration not stated)	-4%	-9%
CCCc1noc(COc2ccc3c(C)cc(=O)oc3c2)n1	-2%	-2%
CCCCc1cc(=O)oc2cc(C)cc(OCC(=O)NCc3ccccn3)c12	8%	-10%
Cc1ccc(-c2nc(CNS(=O)(=O)c3ccc(Cl)cc3)c(C)o2)cc1	4%	-7%
COc1cc(/C=C/c2ccc3cccc(OC(C)=O)c3n2)cc(OC)c1OC(C)=O	5%	50%[activator]
C/C(=N/O)c1ccc(-n2ccnc2)cc1	-13%	-7%
N#C/C(=C/c1ccco1)c1nc2ccccc2[nH]1	3%	48%[activator]
O=C(Nc1cc(Cl)cc(Cl)c1)c1ccc2ccccc2n1	-8%	-3%
COc1cc2nc(NCCc3ccccc3)n3nc(-c4cccnc4)nc3c2cc1OC	-10%	-5%
Cc1cccc(Oc2nc3c(c(=O)n(C)c(=O)n3C)n2C)c1	-21%[57.5 µM]	-3%[57.5 µM]
CCCc1ccc(-c2ccc(C(=O)OCC)cc2)nc1	-5%	-6%
COc1ccc(Cn2ccnc2SCC(=O)Nc2nnc(C)s2)cc1	-4%	7%
CSc1ncc(Cl)c(C(=O)Nc2c(C(=O)c3ccc(C)cc3)oc3ccccc23)n1	13%	8%
CCOC(=O)c1ccc2c3c(cccc13)CC2	-3%	-4%
CSc1nn(Cc2ccc(Br)cc2)c(N(C(C)=O)C(C)=O)c1S(=O)(=O)c1ccccc1	-2%	-16%
CCN(CC)S(=O)(=O)c1ccc2c(c1)c(=O)c(C(=O)N1CCN(c3ccc(F)cc3)CC1)cn2C	-16%	-18%
S=c1sc2c(s1)SCC1(CS2)OCCO1	-4%	13%
(continued)
SMILES	UDG counter	AID inhibitor
CCOc1ccc(CNc2cccc(C)c2)cc1	-1%	17%
CS(=O)(=O)Cc1cccc(C(=O)NCc2ccccc2F)c1	-7%	-4%
Cc1nc2nc(NCc3ccc(Cl)cc3)[nH]n2c(=O)c1Cc1ccccc1	1%	12%
Cc1ccc(NC(=O)CSc2nc(C3CCCC3)nc3c2c(=O)n(C)c(=O)n3C)c(C)c1	2%	11%
Nc1ccc(NC(=O)c2cccc(C(=O)Nc3ccc(N)cc3Cl)c2)c(Cl)c1	-16%	8%
O=C(CC(=O)N/N=C/c1ccccc1[N+](=O)[O-])N/N=C/c1ccccc1[N+](=O)[O-]	0%	-8%
Clc1ccc2c(c1)C(c1ccccc1)=Nc1ccc(Cl)cc1C(c1ccccc1)=N2	5%	0%
CCOC(=O)c1c(CSc2ccccc2)n(C)c2cc(Br)c(OCC(O)CNC3CCCCC3)cc12 (configuration not stated)	-2%	-17%
O=C(/C(Br)=C/Nc1cc(Cl)cc(Cl)c1)C(F)(F)F	-2%	-1%
CCCCC(=O)Nc1cccc(-c2nc3ccccc3s2)c1	7%	-16%
CCC(NC(=O)/C=C/c1ccccc1)c1cccs1 (configuration not stated)	6%	7%
Cc1ccc(C)c(C(C)NC(=O)c2ccco2)c1 (configuration not stated)	-7%	-11%
CCn1c(=O)cc(SCC(=O)NCCc2ccc(OC)cc2OC)c2ccccc21	-14%	-21%
COc1cc(NC(=O)c2sc3ncnc(N(C)c4ccccc4)c3c2C)cc(OC)c1OC	-7%	-8%
O=c1[nH]c2sc3c(c2c2nc(-c4ccccc4)nn12)CCC3	2%	-4%
COc1cccc(NC(=O)/C(C#N)=C/c2ccc(-c3ccc(C)cc3)o2)c1	-18%	-5%
Fc1ccccc1N1CCN(c2ncc3c(n2)CCN(Cc2ccc(Br)s2)C3)CC1	2%	12%
Cc1oc(-c2ccccc2)nc1C(=O)NC(C)c1ccc(C(F)(F)F)cc1 (configuration not stated)	-10%	-17%
COC(=O)c1cc(-c2cc(C(F)(F)F)ccc2Cl)oc1C	1%	5%
CCOc1ccc2oc(=O)cc(-c3cc4cccc(OC)c4o3)c2c1	-5%	-7%
CCOc1ccc(CCNC(=O)C2CCN(C(=O)c3cc4sccc4n3CC)CC2)cc1OCC	?	?
Cc1c(C(=O)N(C)C)sc2c1c(=O)n(-c1ccc(F)cc1)c(=O)n2Cc1ccccc1C#N	89µM*	346%[activator]
Cc1cccc(Nc2nc(C)nc(N)c2S(=O)(=O)c2ccccc2)c1	12%	28%
CCCS(=O)(=O)N1CC(=O)N(c2cccc(F)c2)C(C)(C(=O)NC2CCCCCC2)C1 (configuration not stated)	-7%	1%
CC1Cc2ccccc2N1C(=O)CSc1nnc(-c2cccc(Cl)c2)o1 (configuration not stated)	1%	-7%
Other records.
SMILES	UDG counter	AID inhibitor
O=C(NCc1ccc(F)cc1)c1cnc(N2CCCCC2)c2ccccc12	0%	?
Cn1c(=O)oc2cc(S(=O)(=O)CCC(=O)NCCc3ccccc3)ccc21	-2%[57.5 µM]	13%[57.5 µM]
CSc1ccccc1C(=O)NC(C)(C#N)C1CC1 (configuration not stated)	3%	-5%
Cc1ccc(OC(=O)CSc2nnc(-c3cccs3)o2)cc1C	-28%	?
COc1cccc(NC(=O)c2sc3nc(C)c(C(=O)Nc4ccc(C)cc4C)c(-c4cccs4)c3c2N)c1	-6%	1%
O=C1NCCCCC1Sc1ccc2c(c1)OCCCO2 (configuration not stated)	0%	1%
CC1CC(C)(C)Nc2c(O)cccc21 (configuration not stated)	?	?
CC(NC(=O)c1cc2ccccc2o1)c1ccccc1 (configuration not stated)	-10%	-16%
COc1cc(CCC(=O)NCc2ccoc2)cc(OC)c1	3%	-2%
CCOc1ccc(OCc2cccc(C(=O)OCC3CCCO3)c2)cc1 (configuration not stated)	-3%	-6%
O=C1OCCC1Sc1ccc2c(c1)OCCO2 (configuration not stated)	-12%	-5%
CC(c1ccccc1)N(C)S(=O)(=O)c1cccc2nsnc12 (configuration not stated)	-2%	-2%
CCC(C(=O)NCc1cccc(Br)c1)n1nc(C)c2c(C)n(-c3ccccc3)nc2c1=O (configuration not stated)	-19%	?
C=Cc1ccc(Cn2c(C)c(CNCCc3ccccc3C)c(C(=O)O)c2C)cc1	-15%[57.5 µM]	-13%
CCC(CC)C(=O)Nc1ccc(C)cc1C	1%	-1%
O=C(Nc1cccc(C(F)(F)F)c1)c1cn2c3c(cccc3c1=Nc1cccc(C(F)(F)F)c1)CCC2	-6%	-15%
CC(C)(C)c1ccc(NC(=O)CCC(=O)O)cc1	1%	1%
Cc1ccc(NS(=O)(=O)c2cccc(C(=O)N(C)C(C)c3nc4ccccc4s3)c2)cc1 (configuration not stated)	-2%	-9%
O=C1/C(=C/c2ccc(F)c(F)c2)Cc2ccccc21	-9%	-4%
COc1ccc(-c2cc(OC(=O)c3cccc(Cl)c3)c3c(C)oc(C)c3c(=O)c2)cc1OC	-15%	104%[activator]
O=C(c1cc(-c2ccccn2)nc2ccccc12)N1CCN(c2ncccn2)CC1	4%	-7%
CCc1ccc(C2c3c(n[nH]c3C)C(=O)N2c2ccc(C)cc2)cc1 (configuration not stated)	0%	-4%
CC(C)c1nnc2sc(/C=C/c3ccc4c(c3)OCO4)nn12	-1%	0%
N#CCSc1cc(C(=O)NC2CC2)c2ccccc2n1	12%	22%
COc1ccc(C2=C(C)C(=O)N(Cc3ccc(C(=O)NCc4ccc(C)cc4)cc3)S2(=O)=O)cc1	-16%	-11%

Part of the list above in order of count of non-hydrogen atoms, lowest first.
SMILES	UDG counter	AID inhibitor
CCC(CC)C(=O)Nc1ccc(C)cc1C	1%	-1%
CC(NC(=O)c1cc2ccccc2o1)c1ccccc1 (configuration not stated)	-10%	-16%
CC(C)c1nnc2sc(/C=C/c3ccc4c(c3)OCO4)nn12	-1%	0%
CCc1ccc(C2c3c(n[nH]c3C)C(=O)N2c2ccc(C)cc2)cc1 (configuration not stated)	0%	-4%

More records follow.
SMILES	UDG counter	AID inhibitor
CCOc1ccccc1NC(=O)c1cc(=O)c2ccc(C)cc2o1	-6%[57.5 µM]	-15%[57.5 µM]
COc1cccc(NC(=O)Cn2c(=O)n(Cc3ccc(C(=O)NCc4ccc(C)cc4)cc3)c(=O)c3ccccc32)c1	-10%	-18%
Cc1cc(N2CCN(c3ccccc3)CC2)n2cnnc2n1	0%	-16%
CCCCC(=O)NCc1ccc(-c2nc3ccccc3s2)cc1	-3%	2%
CC(C)Cn1c(=O)c(CCC(=O)Nc2ccc(N3CCOCC3)cc2)nc2cc(Cl)ccc21	7%	5%
CCOc1ccccc1N1C(=O)CC(Sc2nc(C)c3cc(OC)ccc3n2)C1=O (configuration not stated)	-4%	-13%
CCn1c(=N)c(C(=O)NC2CCCC2)cc2c(=O)n3ccccc3nc21	1%	58%[activator]
COc1ccc(NC(=O)CSc2oc(-c3ccco3)nc2S(=O)(=O)c2ccc(Br)cc2)c(OC)c1	-9%	19%
COc1cccc(-c2nn(C)c3sc(C(=O)NCc4ccc(C)cc4)cc23)c1	89µM*	?
CCc1c(C(=O)NCc2ccc(OC)c(OC)c2)csc1C	0%	-3%
COC(=O)COc1cccc2c1OCCO2	-2%	-3%
Cc1c(C=O)c(C)n(-c2cccc(Cl)c2)c1C	6%	-8%
CN(C)c1ccc(CNC(=O)C2CCN(c3nnc(-n4cccc4)s3)CC2)cc1	-1%	13%
CC(C)(C)c1cc(SC2(Sc3cc(C(C)(C)C)c(O)c(C(C)(C)C)c3)C(=O)Nc3ccccc32)cc(C(C)(C)C)c1O	-17%	3%
O=C(c1ccccc1Br)N(Cc1ccccc1F)C1CCS(=O)(=O)C1 (configuration not stated)	38%[activator]	-15%
O=C(CCS(=O)(=O)c1ccc2c(c1)NC(=O)CO2)Nc1cccc(C(F)(F)F)c1	8%	4%
CCCCCCCCc1cnc(-c2ccc(OC(F)(F)F)cc2)nc1	4%	0%
O=C(/C=C/Nc1cc(C(F)(F)F)cc(C(F)(F)F)c1)c1ccc(Cl)cc1Cl	-11%	-14%
CC(C)CSc1oc(-c2ccco2)nc1S(=O)(=O)c1ccc(Br)cc1	-17%	-20%
Cc1ccc(C(C)C)c(OCCSc2nc(-c3ccccc3F)nc3cc(=O)[nH]n23)c1	?	2%
Cc1ccc2c(C)c(CCC(=O)Nc3ccc(Cl)cc3)c(=O)oc2c1	-4%	-4%
Cc1cccc(NS(=O)(=O)c2ccc3c(c2)C(C)(C)C(=O)N3C)c1	-21%	7%
Cc1ccc(S(=O)(=O)NC(CN(C)C)c2ccccc2)cc1F (configuration not stated)	-6%	3%
CC(C)CC(=O)NCCCCNC(=O)CC(C)C	-4%	1%
COc1cccc(-n2c(=O)c3sccc3n(Cc3cc(=O)n4cc(Cl)ccc4n3)c2=O)c1	1%	8%
(listing goes on)
SMILES	UDG counter	AID inhibitor
CCOc1ccc(CC(=O)Nc2c(C(=O)c3ccccc3)oc3ccc(OC)cc23)cc1OCC	-6%	11%
Cn1c(COc2ccccc2Cl)nnc1SCCOc1ccc(Br)cc1	-5%	-18%
Cc1ccc(CNC(=O)CN2C(=O)C3CCCCN3c3ccc(C(=O)N(C)C)cc32)cc1 (configuration not stated)	6%	-6%
O=C1/C(=C/c2ccccc2F)CCc2ccccc21	-3%	-14%
CC(=O)c1c(C)n(-c2ccc(C)cc2)c2ccc(O)cc12	-5%	1%
COc1cccc(Cn2nc(SC)c(S(=O)(=O)c3ccccc3)c2N(C(C)=O)C(C)=O)c1	-18%	-14%
CCOc1ccc(C(=O)OCc2cc(=O)n3nc(C(C)C)sc3n2)cc1	4%	-7%
Cc1nn(C)c2ncc(NC(=O)CCc3ncc(-c4ccc(F)cc4)o3)cc12	-3%	-4%
Cc1cc(C)cc(C(=O)NCCc2cccnc2)c1	3%	6%
Cc1ccc(C)c(OCC(=O)NCc2cccs2)c1	5%	0%
CCOc1ccc(NS(=O)(=O)c2ccsc2C(=O)OC)cc1	-1%	0%
CCn1c(C(=O)N2CCC(C(=O)NCCc3ccc(OC)cc3OC)CC2)cc2sccc21	-20%	5%
COc1ccccc1N1CCN(c2nc3ccc(C(=O)c4ccccc4)cc3n3c(C)nnc23)CC1	?	5%
COc1ccc(C)cc1NS(=O)(=O)c1ccc2c(c1)CCCN2C(C)=O	-4%	-5%

Part of the list above, bar-delimited:
SMILES | UDG counter | AID inhibitor
Cc1ccc(-c2nc(CNS(=O)(=O)c3ccc(Cl)cc3)c(C)o2)cc1 | 4% | -7%
COc1cc(/C=C/c2ccc3cccc(OC(C)=O)c3n2)cc(OC)c1OC(C)=O | 5% | 50%[activator]

Some of these compounds in order of the AID inhibitor value, descending.
mol | AID inhibitor
CCOc1ccc(CC(=O)Nc2c(C(=O)c3ccccc3)oc3ccc(OC)cc23)cc1OCC | 11%
Cc1ccc(CNC(=O)CN2C(=O)C3CCCCN3c3ccc(C(=O)N(C)C)cc32)cc1 (configuration not stated) | -6%
COc1cccc(Cn2nc(SC)c(S(=O)(=O)c3ccccc3)c2N(C(C)=O)C(C)=O)c1 | -14%

High-throughput results: PubChem, National Center for Advancing Translational Sciences (NCATS)
